Compound activity as filed in PubChem.
Mdm2-MdmX inh = inhibitors of human Mdm2-MdmX association, primary screen, cell-based, luminescence, split luciferase, SaOS-2, uHTS. SaOS-2 split-luciferase Mdm2/MdmX complementation. AID 485346, 2010. actives 3% (n = 330,000). inhibition, % at 8 µM. Protein Mdm4 (Homo sapiens) + E3 ubiquitin-protein ligase Mdm2 (Homo sapiens), …;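 active means inhibition of at least 50% at 8 µM in the primary screen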
APJ ag = agonists of human apelin receptor APJ, primary screen, CHO-K1 cells, PathHunter beta-arrestin, luminescence; P35414; 0% DMSO wells, 100% apelin; activation, % at 20 µM; actives 0.11% (n = 330,000);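 active means activation more than six SD over the plate average, tested at 20 µM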;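 further: 0% = DMSO alone and 100% = apelin-13 at 10 nM; some results filed as inactive read as strong as hits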
Target sequence (P35414 whole entry, looked up): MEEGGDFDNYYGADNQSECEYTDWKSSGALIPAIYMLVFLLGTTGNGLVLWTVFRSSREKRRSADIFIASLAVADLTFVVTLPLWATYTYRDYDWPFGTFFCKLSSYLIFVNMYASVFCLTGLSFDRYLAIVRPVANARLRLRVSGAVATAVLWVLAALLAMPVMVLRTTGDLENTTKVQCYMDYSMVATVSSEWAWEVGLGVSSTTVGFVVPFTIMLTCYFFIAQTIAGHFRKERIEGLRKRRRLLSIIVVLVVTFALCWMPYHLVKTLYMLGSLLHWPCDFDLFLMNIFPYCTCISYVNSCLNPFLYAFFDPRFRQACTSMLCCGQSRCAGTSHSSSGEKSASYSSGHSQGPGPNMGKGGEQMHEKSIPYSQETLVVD
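Material: CHO-K1 APJ beta-arrestin complementation cell line; Input: cell density 1000 per well; Incubation: compound stimulation 90 min at 25 °C, detection 60 min; Signal: luminescence from split beta-galactosidase complementation, Galacton Star/Emerald II substrate; Controls: DMSO-only wells as negative, 10 nM Apelin-13 as positive control.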
tim23-1 inh = growth inhibitors of tim23-1 mutant yeast, primary screen, luminescence, uHTS; S. cerevisiae tim23-1 growth, BacTiter-Glo luminescence, 24 h; AID 463212, 2010; actives 1.3% (n = 330,000); inhibition, % at 20 µM;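 active means growth inhibition of the mutant yeast at or above 50%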;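 further: temperature-sensitive mutant grown at 25 °C; plate controls were DMSO-treated mutant yeast for no effect and medium wells lacking yeast for full effect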
UPR XBP1 act = activators of adaptive XBP1 UPR arm, primary screen, cell-based, CHO-XBP1 luciferase reporter, luminescence, uHTS; activation, % at 20 µM; actives 0.33% (n = 330,000); IRE1-XBP1 UPR activation; percent of tunicamycin response, DMSO as zero;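 active means versus positive control, 20 µM dose yields 30% or more activation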;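 further: 100% = tunicamycin at 10 µg/mL and 0% = DMSO only wells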
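assay system = CHO-XBP1 luciferase reporter cells | amount = 1000 cells/well | buffer or medium = F12 plus 10% FBS | compound dosing = single point, 20 µM final compound, 1% DMSO | incubation = 16-18 h cell attachment at 37 °C, then 6 h compound exposure | detection = Steady-Glo luminescence read | controls = tunicamycin 10 µg/mL and vehicle-only wells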
697 NFkB inh = inhibitors of PMA/ionomycin-induced NF-kB reporter, 697 cells, primary screen, B-cell NF-kB inhibitor project, cell-based, luminescence, uHTS. inhibition, % at 4 µM. AID 435022, 2010. 697 B-cell NF-kB luciferase reporter, 16 h. actives 0.33% (n = 330,000); in the data active means inhibition above about 35%
Jurkat NFkB inh = inhibitors of induced NF-kB luciferase reporter, primary screen, TCR NF-kB activation inhibitor project, cell-based, luminescence, uHTS | actives 0.53% (n = 330,000) | Jurkat, PMA/ionomycin-induced NF-kB luciferase reporter | inhibition, % at 4 µM; in the data active means inhibition above about 50%
CHOP UPR activ = activators of apoptotic CHOP UPR arm, primary screen, cell-based, CHO-CHOP luciferase reporter, luminescence, uHTS; actives 0.34% (n = 330,000); activation, % at 10 µM; UPR activation; percent of tunicamycin response over DMSO baseline;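 active means at 10 µM dose, activation of 40% or more, normalized to positive control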;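 further: 100% = tunicamycin at 10 µg/mL and 0% = DMSO alone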
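System: CHO CHOP reporter cells. Amount: 500 cells per well. Buffer or medium: F12 medium, 10% FBS. Compound dosing: one dose, 10 µM in 0.5% DMSO. Incubation: 6 h compound exposure at 37 °C after overnight seeding. Technique: Steady-Glo luciferase luminescence. Benchmarks: tunicamycin and DMSO controls.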
APJ antag = antagonists of human apelin receptor APJ, primary screen, CHO-K1 cells, beta-arrestin complementation, luminescence; P35414; inhibition, % at 20 µM; actives 0.32% (n = 330,000); AID 2521, 2010;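 active means inhibition above about 40% at 20 µM, limit read from the data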;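 further: cells challenged with 10 nM apelin-13 agonist together with compound; plate controls were apelin-13 plus DMSO wells for no effect and DMSO wells lacking apelin-13 for full effect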
An asterisk follows results filed as active.

SMILES	Mdm2-MdmX inh	APJ ag	tim23-1 inh	UPR XBP1 act	697 NFkB inh	Jurkat NFkB inh	CHOP UPR activ	APJ antag
CCOc1cc(C2NC(=S)NC(C)=C2C(=O)Nc2ccccc2)ccc1O (configuration not stated)	-12	-5	6	-2	9	9	2.1	-22
Cc1ccc(NC(=O)C2CCCN2c2nn3c(=O)cc(C)nc3s2)cc1 (configuration not stated)	11	-1	1	2	7	5	-2.1	-1
COC(=O)c1ccccc1NC(=O)Cn1cnc2c(cnn2-c2ccc(C)c(C)c2)c1=O	8	-1	-28	-3	7	-8	-0.5	3
CS(=O)(=O)N(CC(=O)NCCSCc1ccco1)c1ccc2c(c1)OCO2	5	1	-10	-2	14	8	0.4	-9
CCCCCCCCCNC(=O)[C@H](NC(=O)COc1ccccc1)[C@@H]1NC(C(=O)OC)C(C)(C)S1 (some centres not stated)	9	2	23	-2	-6	0	1.5	22
O=C(NCCc1ccccc1)C(=S)N1CCCCC1	-3	4	-3	2	7	1	1.3	17
COc1ccc(CCNC(=O)C(C)OC(=O)c2ccco2)cc1OC (configuration not stated)	-1	2	9	-2	-4	8	0.1	-3
CC(=O)N1N=C(c2ccc(Cl)cc2)OC1c1ccc(C(C)C)cc1 (configuration not stated)	-44	-3	34	2	-24	-19	3.5	4
Cc1cccc(-n2ccnc2SCC(=O)Nc2cc(C)on2)c1	-10	-5	17	-4	20	30	-2.3	-8
CC1CCN(S(=O)(=O)c2ccc([N+](=O)[O-])cc2)CC1	8	1	28	-4	15	5	3.0	-46
CCCn1c(-c2ccccc2)cc(SC)c(C#N)c1=O	-22	-1	3	1	12	-1	1.6	-12
Cc1cc(C(=O)COc2ccccc2C(N)=O)c(C)n1C1CC1	-45	-3	-14	5	-8	-21	4.0	23
COc1cccc(-c2nc(CS(=O)CC(=O)NC3CC3)c(C)o2)c1 (configuration not stated)	-1	8	10	-1	-8	-5	-0.3	8
CC(=O)Cc1nsc(NC(=O)c2ccc(-c3ccc(Cl)c(C(F)(F)F)c3)o2)n1	12	9	11	-2	-53	-27	-1.6	5
Cc1ccccc1OCCC(=O)OCC(=O)Nc1ccc2[nH]c(=O)[nH]c2c1	5	0	-7	-2	5	12	-1.2	5
O=C1CSC(c2ccc(F)cc2)N1c1c(F)cccc1F (configuration not stated)	-6	-6	9	5	6	-1	1.1	14
NC(=NCCc1ccccc1)NS(=O)(=O)c1cccs1	8	-5	10	1	14	5	-0.2	-6
CC(OC(=O)Cn1cnc2c1c(=O)n(C)c(=O)n2C)C(=O)N(C)c1ccccc1 (configuration not stated)	-22	-3	-1	-1	-12	-11	3.2	-9
O=C(CCc1nc2cccnc2n1Cc1ccccc1)NCCc1ccc(Cl)cc1	32	2	26	-1	-9	9	2.0	-2
COc1ccc(-n2ncc3c2CC(C)(C)CC3NC(=O)CCN2CCCCC2=O)cc1 (configuration not stated)	6	-3	-2	-2	-21	-4	1.3	-3
CC(C)Cn1c2c(c(O)c(C(=O)Nc3ccc(F)cc3)c1=O)CCCC2	10	-3	12	1	7	-3	0.1	-9
CCCN1C(=O)SC(CC(=O)Nc2cccc3ccccc23)C1=O (configuration not stated)	7	-2	11	-2	3	3	-0.1	-6
CC(=O)N(C)c1ccc(NS(=O)(=O)Cc2ccccc2)cc1	-17	1	11	-2	-5	-29	0.0	-1
Cc1ccc2nc(N/C(=N/S(=O)(=O)c3ccc(F)cc3)c3ccccc3)sc2c1	-26	-2	18	-2	-75	-75	3.7	0
CC(O)(CS(=O)(=O)Cc1ccccc1)C(=O)Nc1cccc(C(F)(F)F)c1 (configuration not stated)	-13	0	3	3	9	9	-0.4	-3

For reference, 5 of the compounds above:
SMILES	Mdm2-MdmX inh	APJ ag	tim23-1 inh	UPR XBP1 act	697 NFkB inh	Jurkat NFkB inh	CHOP UPR activ	APJ antag
CC(=O)N1N=C(c2ccc(Cl)cc2)OC1c1ccc(C(C)C)cc1 (configuration not stated)	-44	-3	34	2	-24	-19	3.5	4
Cc1cccc(-n2ccnc2SCC(=O)Nc2cc(C)on2)c1	-10	-5	17	-4	20	30	-2.3	-8
CC1CCN(S(=O)(=O)c2ccc([N+](=O)[O-])cc2)CC1	8	1	28	-4	15	5	3.0	-46
CCCn1c(-c2ccccc2)cc(SC)c(C#N)c1=O	-22	-1	3	1	12	-1	1.6	-12
Cc1cc(C(=O)COc2ccccc2C(N)=O)c(C)n1C1CC1	-45	-3	-14	5	-8	-21	4.0	23

The main list resumes, repeating the four entries before the break.
SMILES	Mdm2-MdmX inh	APJ ag	tim23-1 inh	UPR XBP1 act	697 NFkB inh	Jurkat NFkB inh	CHOP UPR activ	APJ antag
CCCN1C(=O)SC(CC(=O)Nc2cccc3ccccc23)C1=O (configuration not stated)	7	-2	11	-2	3	3	-0.1	-6
CC(=O)N(C)c1ccc(NS(=O)(=O)Cc2ccccc2)cc1	-17	1	11	-2	-5	-29	0.0	-1
Cc1ccc2nc(N/C(=N/S(=O)(=O)c3ccc(F)cc3)c3ccccc3)sc2c1	-26	-2	18	-2	-75	-75	3.7	0
CC(O)(CS(=O)(=O)Cc1ccccc1)C(=O)Nc1cccc(C(F)(F)F)c1 (configuration not stated)	-13	0	3	3	9	9	-0.4	-3
Cc1ccc(C)[n+](CC(=O)N2CCCCC2)c1	15	-2	9	-3	18	-1	0.1	9
Cn1c(CO)cnc1SCC(=O)c1ccc(F)cc1	2	-2	1	-1	-6	-1	4.8	10
COc1cc2c(cc1OC)CN(C(=O)c1cccs1)CC2	14	2	-7	-2	18	-12	1.7	9
CCOc1ccc(S(=O)(=O)N2CCOCC2)cc1NC(=O)Cc1c(F)cccc1Cl	-5	-4	-7	-2	12	-2	0.4	9
Cc1cc(C)cc(OCC(O)Cn2nc(C)cc2C)c1 (configuration not stated)	18	-1	17	-2	7	2	-0.5	11
O=C(/C=C/c1ccc(S(=O)(=O)N2CCOCC2)cc1)NCCc1ccc(C(F)(F)F)cc1	20	-2	1	0	-11	7	-0.2	7
CCCOc1ccc(C2CC(=O)Nc3cc(OC)c(OC)cc32)cc1 (configuration not stated)	19	-6	19	-3	-41	4	-2.4	-23
COc1ccc(C2C3=C(CC(C)(C)CC3=O)N(C)C3=C2C(=O)CC(C)(C)C3)cc1	16	0	19	-3	27	-12	0.3	-7
Cc1cccc(C(C(=O)NC2CCCC2)N(Cc2cccnc2)C(=O)c2csnn2)c1 (configuration not stated)	-8	-1	-3	0	8	-2	-1.6	7
COc1ccc(C(CNC(=O)c2ccc(C)o2)N2CCOCC2)cc1 (configuration not stated)	12	-4	9	-2	8	-1	-1.2	0
CCCN1CCN(S(=O)(=O)c2ccc3c(c2)NC(=O)C(C)C(=O)N3)CC1 (configuration not stated)	33	-2	-6	-2	20	8	-0.6	13
Cc1cc(C)n2ncc(/C(N)=N/OC(=O)Nc3ccccc3)c2n1	25	2	0	1	6	5	5.7	7
O=C(Nc1cccc([N+](=O)[O-])c1)c1ccncc1	-13	-3	5	0	-37	-17	-0.8	9
Cn1c(C(=O)N2CCc3ccccc3C2)cc2oc3ccccc3c21	-118	-2	31	4	-32	-35	2.6	-22
CC1(C)CC(=O)c2c(-c3cccs3)n[nH]c2C1	7	-3	9	-5	-3	3	-6.1	14
Cc1cc(C(=O)CN2C(=O)C(=O)N(C3CCCC3)C2=O)c(C)n1-c1ccc(F)cc1	16	-2	23	0	1	-7	0.3	6
O=C(NC(=S)NCc1ccc(Cl)cc1Cl)c1ccco1	5	-2	42	-2	0	10	-1.0	4
CC(C(=O)N1c2ccccc2CCc2ccccc21)n1nnc(-c2ccc(N(C)C)cc2)n1 (configuration not stated)	4	-3	-4	0	-7	-11	2.1	14
Cc1cc(C(=O)CSc2nnnn2C)c(C)n1CCc1ccc(Cl)cc1	55*	1	8	8	24	12	9.3	-3
CC1SC(c2ccccc2)N(CC(O)c2ccc([N+](=O)[O-])cc2)C1=O (configuration not stated)	6	-5	3	-2	-11	15	-1.9	-2
O=C(CN1C(=O)NC2(CCCCCCC2)C1=O)Nc1ccc(Br)cc1Br	-3	-3	35	-1	11	-1	-0.6	-48
CCn1cc(/C=N\NC(=O)COc2cccc(C)c2C)c(C)n1	8	1	-7	-1	-2	11	4.2	-3
Cc1cc(C(=O)O)ccc1N=Cc1c(O)ccc2ccccc12	24	0	39	-3	2	22	2.7	5
CCOc1cc(CNC)ccc1OCC(=O)NC(C)(C)C	25	-3	-3	1	16	-3	-2.4	7
O=C(NNc1ccc([N+](=O)[O-])cc1)C12CC3CC(CC(C3)C1)C2	-17	-2	24	0	8	0	-0.7	24

Going on with the list:
SMILES	Mdm2-MdmX inh	APJ ag	tim23-1 inh	UPR XBP1 act	697 NFkB inh	Jurkat NFkB inh	CHOP UPR activ	APJ antag
Cc1nn(Cc2ccccc2)c(N)c1C#N	18	-1	-2	-3	1	-1	-2.0	-6
CN1C(C)(C)CCCC1(C)C	21	1	6	-7	13	-5	-1.5	6
CSc1ccc(NC(=O)NCCCN2CCN(c3ccccc3F)CC2)cc1	38	-2	8	-3	3	-6	5.2	10
COc1ccc(NC(=O)CN(C)C(=O)c2ccc3c(c2)OCCO3)cc1	12	5	-20	0	6	0	1.2	-45
COc1ccc(-c2[nH]ncc2CN2CCCO2)cc1F	-14	-2	1	-1	-4	-7	-1.1	-9
S=C(Nc1ccc(Cl)cc1)NC1CC2CCCC(C1)N2C1CC1 (configuration not stated)	0	6	-12	-1	7	-14	1.0	23
COc1ccc(C2/C(=C(/O)c3ccc(F)cc3)C(=O)C(=O)N2c2ccccn2)cc1OC (configuration not stated)	29	0	5	-3	1	1	-0.9	-13
O=C(NC1CCSc2ccccc21)c1cccc(S(=O)(=O)N2CCOCC2)c1 (configuration not stated)	26	5	20	1	22	4	1.1	-50
O=S(=O)(Nc1ccccc1)c1ccc(S(=O)(=O)N2CCCC2)cc1	4	-2	16	-3	12	-5	-0.4	-7
Cc1ccc(S(=O)(=O)NNC(=O)Nc2cccc(C)c2C)c(C)c1	-12	-2	4	-5	16	1	0.4	10
COc1cc(NC(=O)COC(=O)CNC(=O)c2cc(C)cc(C)c2)c(C)cc1[N+](=O)[O-]	9	0	9	-1	-1	0	-0.8	9
COc1cccc(CSc2nc3ccncc3[nH]2)c1	1	-1	-4	-3	-65	-42	-0.1	15
C=CCNC(=O)/C(=C/c1ccc(Br)cc1)NC(=O)c1ccccc1OC	2	-2	17	-1	-11	-10	-0.3	-11
CS(=O)(=O)Nc1ccccc1C(=O)NCc1ccco1	2	-1	-2	-1	10	6	4.8	6
COC(=O)CCc1c(C)[nH]c(C(=O)OCc2ccccc2)c1C	19	-1	20	1	5	4	-2.8	-8
O=C(NC1CC1)C1=C[C@H](c2ccc(Br)cc2)C[C@H](OCc2ccc(CO)cc2)O1	13	-6	-20	-1	-14	2	0.0	10
O=C(CCCN1C(=O)c2ccccc2C1=O)Nc1cccnc1	-2	-2	11	-4	25	-4	-0.6	6
Oc1ccc(N2CCN(Cc3c(-c4ccccc4)nc4ccccn34)CC2)cc1	-13	1	20	-1	-12	10	7.0	-20
CCOc1ccc(CCNC(=O)c2ccc(C)c(NC3=NC4CS(=O)(=O)CC4S3)c2)cc1 (configuration not stated)	16	0	-6	-4	-4	12	1.5	22
